N370S GC: qHTS Assay for Inhibitors and Activators of N370S glucocerebrosidase as a Potential Chaperone Treatment of Gaucher Disease; Potency, µM (series often up to 59.4 µM), for inactives: at the top dose activity change, negative = inhibition, actives largely listed as inhibitors; 330,000 tested, 0.092% active; Lysosomal acid glucosylceramidase (Homo sapiens), P04062; N370S GC spleen homogenate, 4MU-glucoside fluorescence;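 also: 0% = full enzyme activity and -100% = no enzyme basal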
FEN1 inhibitor: qHTS Assay for the Inhibitors of Human Flap endonuclease 1 (FEN1); P39748; Recombinant FEN1 flap cleavage, fluorescence, 15 min; Potency, µM (doses to about 114 µM), without a hit: at the top dose activity change, negative = inhibition, most hits filed as inhibitors; 390,000 tested, 0.35% active; AID 588795, 2011; also: nearly all actives have a fitted effect of over 65% in size
Target sequence (P39748 whole entry, looked up): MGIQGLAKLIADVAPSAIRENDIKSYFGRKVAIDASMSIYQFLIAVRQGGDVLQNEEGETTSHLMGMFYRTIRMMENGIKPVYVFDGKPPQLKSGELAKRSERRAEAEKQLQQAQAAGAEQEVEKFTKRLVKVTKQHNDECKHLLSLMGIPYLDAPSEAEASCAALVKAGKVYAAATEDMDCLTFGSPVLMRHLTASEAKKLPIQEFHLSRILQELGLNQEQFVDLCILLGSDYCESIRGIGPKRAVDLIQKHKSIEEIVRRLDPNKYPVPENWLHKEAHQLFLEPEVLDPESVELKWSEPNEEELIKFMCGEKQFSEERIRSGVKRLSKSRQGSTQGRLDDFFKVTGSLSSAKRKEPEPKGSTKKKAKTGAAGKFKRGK
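Recombinant FEN1 (10 nM) was preincubated with pin-transferred compounds for 15 min at room temperature, then flap DNA substrate (50 nM final) was added. Plates were read at 0 and 15 min, and normalized concentration–response data were fitted to a four-parameter Hill equation.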
TDP1 inh: qHTS Assay for Inhibitors of Tyrosyl-DNA Phosphodiesterase (TDP1); recombinant TDP1, AlphaScreen DNA substrate cleavage; AID 485290, 2010; Potency, µM (doses to about 130 µM), for the others: at the top dose activity change, negative = inhibition, hits mostly inhibitors; 350,000 tested, 0.28% active; also: nearly all actives have a fitted effect of over 40% in size
Target sequence (Q9NUW8 whole entry, looked up): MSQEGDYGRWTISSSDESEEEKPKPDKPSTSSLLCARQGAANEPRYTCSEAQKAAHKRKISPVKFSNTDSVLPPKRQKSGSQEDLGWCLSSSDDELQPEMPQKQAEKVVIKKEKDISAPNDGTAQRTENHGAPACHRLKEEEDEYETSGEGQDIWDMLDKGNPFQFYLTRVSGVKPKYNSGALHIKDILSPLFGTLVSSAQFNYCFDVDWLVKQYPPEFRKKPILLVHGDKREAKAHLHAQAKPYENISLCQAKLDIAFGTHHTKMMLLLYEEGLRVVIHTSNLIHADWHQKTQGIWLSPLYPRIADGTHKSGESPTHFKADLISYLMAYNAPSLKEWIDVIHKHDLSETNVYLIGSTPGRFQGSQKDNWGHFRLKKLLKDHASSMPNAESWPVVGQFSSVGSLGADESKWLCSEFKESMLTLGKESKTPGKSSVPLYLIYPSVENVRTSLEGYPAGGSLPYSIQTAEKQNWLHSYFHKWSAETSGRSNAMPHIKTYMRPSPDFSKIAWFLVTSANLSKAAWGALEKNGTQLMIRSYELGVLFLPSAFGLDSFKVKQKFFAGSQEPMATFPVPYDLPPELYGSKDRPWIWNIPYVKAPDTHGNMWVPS
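AlphaScreen read-out: signal falls as enzyme removes the 3' tyrosine-FITC from a 5'-biotinylated DNA oligo (15 nM, 5 min, RT). Enzyme was E. coli-made recombinant Tdp1 at 1 nM, exposed to compound for 15 min beforehand; beads 10 ug/ml, 10 min.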
Active calls of the source: *; ? = inconclusive; nt = not tested or not shown; & = joins results of further samples; [ ] = dose if it differs, or a comment. Calls follow the shape of the dose curve; as a rule, active = well fitted curve in the direction sought with a large enough effect; inconclusive = small, poorly fitted or top-dose-only effect, or another doubt; inactive = no such curve, though single readings can be large; an effect the other way counts as inactive or inconclusive. Unless noted, % is scaled to controls: 0 for no effect and ±100 for the full control effect; potency is read from the fitted curve at half-maximal effect. Not all compounds are listed (hit frequency here may not be typical).

| Molecule | N370S GC | FEN1 inhibitor | TDP1 inh |
| --- | --- | --- | --- |
| Cc1ccc(C=C2C(Cl)=C(Cl)C(Cl)=C2Cl)cc1 | 3% | ? | nt |
| CCN(CC)N=O | 4% | 15% | 0%&9% |
| Nc1c(C(=O)Nc2ccc(F)c(Cl)c2)sc2nc3c(cc12)N1CCC3CC1 | nt | -1% | 2% |
| C=C(C=O)CC1CC(O)[C@]2(C)OC3C[C@@H]4OC5C[C@]6(C)O[C@]7(C)CCC8OC9C[C@]%10(C)OC(/C(C)=C\CO)C(O)CC%10OC9CC(C)C8OC7CC6O[C@]5(C)C/C=C\C4OC3CC2O1 (stereo partly drawn) | -9% | -17% | -1% |
| O=[N+]([O-])c1ccc(N2CCCNCC2)c2ncccc12 | -9% | ? | 2% |
| Cc1ccc(OP(=O)(Oc2ccc(C)cc2)Oc2ccc(C)cc2)cc1 | 17% | nt | -10% |
| COC(=O)C1=C(c2ccc(F)cc2OCc2ccccc2)C[C@@H]2CC[C@H]1N2C(=O)NCc1ccc(C(F)(F)F)cc1 | nt | -20% | 1% |
| CCCCCn1c(=O)c(C(=O)Nc2nc3ccccc3[nH]2)c(O)c2ccccc21 | 7% | 1% | nt |
| C[C@]12CCC3C(CC[C@H]4C[C@@H](O)CC[C@]34C)C1C[C@@H](N)[C@@H]2O (stereo partly drawn) | nt | 5% | 0% |
| CCOP(=S)(OCC)Oc1cc(C)oc(=O)c1 | -1% | -1% | -3% |
| Oc1ccc(/C=N/NP(=S)(c2ccccc2)c2ccccc2)c(O)c1O | nt | ? | 7% |
| CCOP(=O)(/C=C(\Cl)c1ccccc1)C(O)c1ccc(F)cc1 (stereo not drawn) | -14% | 7% | nt |
| CCOCCCNC(=O)CN1C2CCC1CC(O)(c1ccc(OC)cc1)C2 (stereo not drawn) | 2% | 15% | 2% |
| CC(C)CCn1c(=O)c(C(=O)NCc2ccc3c(c2)OCO3)c(O)c2ccccc21 | 0% | 6% | nt |
| CCCC(=O)O[C@@H]1[C@@H](C)[C@@]2(O)[C@@H](C=C(CO)C[C@@]3(O)C(=O)C(C)=C[C@@H]23)[C@@H]2C(C)(C)[C@]12OC(=O)CCC | -1% | nt | 9% |
| Nc1c(C(=O)NCc2ccco2)c2nc3ccccc3nc2n1CCN1CCOCC1 | ? | ? | -3% |
| C[C@](N)(CCP(=O)(O)O)C(=O)O | 0%&10%&-4% | 15% | 1% |
| CC(C)NC(=O)Cn1cc(C(=O)c2ccccc2F)c2ccccc21 | 1% | 6% | -2% |
| O=C(NCc1ccccc1)c1cccn(Cc2cccc(Cl)c2)c1=O | ? | 0% | nt |
| O=C(c1cc2cc(Br)ccc2[nH]1)N1CCC2(CC1)OCCO2 | 0% | 0% | 0% |
| O=C1NC(=O)N(Cc2cccs2)C(=O)/C1=C/c1ccc(N2CCOCC2)cc1 | -9% | 5% | 0% |
| c1ccc(Nc2ccc3ccccc3c2)cc1 | 12% | -13% | 10% |
| CCOc1ccc2nc(N=Nc3c(O)[nH]c(=S)[nH]c3=O)sc2c1 | -13% | ? | -4% |
| COc1cccc(/C=C/c2nc3ccccc3c(=O)n2-c2ccc(Cl)cc2)c1OC | nt | 21% | -8% |
| CN1CCN(/N=C/c2c[nH]c3ccccc23)CC1 | 5% | 1% | 4% |
| COC(=O)N(c1ccccc1)P(=O)(Oc1ccccc1)Oc1ccccc1 | -11% | 4% | nt |
| OC[C@@H]1[C@@H](O)[C@H](O)[C@H]2[C@@H](O)CCN21 | -6% | nt | 6% |
| CCCNc1oc(-c2cccc3ccccc23)nc1C#N | 28% | -6% | -1% |
| COC(=O)[C@@H]1C[C@H](OC(C)=O)C(=O)[C@H]2[C@@]1(C)CC[C@H]1C(=O)O[C@H](c3ccoc3)C[C@]21C | -17%&-7% | nt | 16%&17% |
| C=CCn1c(O)c(C(C)=NCCCO)c(=O)[nH]c1=O | 6% | -2% | -7% |
| Nc1ccc(N=Nc2ccccc2)cc1 | -8% | 8% | 9% |
| CC(C)c1cccc(O)c(=O)c1 | 1%&-4%&3% | -3% | 13%&16%&8% |
| COc1ccc(C(=O)CN2CCCCC2)cc1 | -3% | 18% | 2% |
| C=CCn1c(O)c(/C(C)=N/NC(=S)Nc2ccccc2)c(=O)[nH]c1=O | 10% | -6% | nt |
| Cc1ccc(-n2c(C)nc3cc(Cl)ccc3c2=O)nc1 | 1% | 18% | nt |
| CN(C)c1ccc(C=C2C(=O)NC(=O)NC2=O)cc1[N+](=O)[O-] | -4% | -11% | -5% |
| COC[C@H]1OC(=O)c2coc3c2[C@@]1(C)C1=C(C3=O)[C@@H]2CCC(=O)[C@@]2(C)C[C@H]1OC(C)=O | -20% | 0% | 4% |
| CN1[C@H]2CC[C@@H]1C(C(=O)N1CCOCC1)=C(O)C2 | nt | -1% | 0% |
| O=C(CN1CCCCC1)c1cccc(Br)c1 | -3% | 5% | 3% |
| O=C(Nc1ccncc1)c1cccn(Cc2ccccc2)c1=O | -4% | -7% | 1% |
| C#CCOCOCC#CCN(CC)CC | ? | -3% | -6% |
| O=C(Nc1ccccc1)N1CC2CC(C1)c1cccc(=O)n1C2 (stereo not drawn) | 5% | 9% | 3% |
| CC(=O)OC1(c2ccccc2)CCN(C2CCCCC2)CC1C (stereo not drawn) | -6% | -11% | nt |
| N#CCCn1cc(C(=O)Nc2ccc(F)cc2)c(-c2ccc([N+](=O)[O-])cc2)n1 | -16% | -14% | -3% |
| CCN(CC)P(=O)(/C=C(\Cl)c1ccccc1)/C=C(\Cl)c1ccccc1 | -5% | -2% | 5% |
| c1cncc(CNC2=NCCC2)c1 | 3% | -4% | 8% |
| CC(=O)O[C@H]1C(=O)[C@@]2(C)C([C@H](OC(=O)c3ccccc3)[C@]3(O)C[C@H](OC(=O)[C@H](O)[C@@H](NC(=O)c4ccccc4)c4ccccc4)C(C)=C1C3(C)C)[C@]1(OC(C)=O)CO[C@@H]1C[C@@H]2OC(=O)[C@H](C)NC(=O)c1ccc(-c2c3ccc(=O)cc-3oc3cc(O)ccc23)c(C(=O)O)c1 (stereo partly drawn) | 6%[12.8 µM] | nt | 26%[21 µM] |
| NC(C(=O)O)c1cc(=O)[nH]o1 (stereo not drawn) | -19%&0%&12% | 11% | -4%[56.1 µM] |
| CCOC(=O)C1C(C=C(C)C)C1(C)C (stereo not drawn) | 2% | nt | 8% |
| C(#CCN1CCOCC1)COCC#Cc1ccccc1 | 0% | -5% | 1% |
| O=C(O)C1C2CCC(O2)C1C(=O)Nc1cccc(Br)c1 (stereo not drawn) | -1% | -3% | nt |
| COc1cccc(-n2c(/C=C/c3ccc(O)c(O)c3)nc3ccccc3c2=O)c1 | 8% | ? | -6% |
| CCN(CC)CCC(=O)O[C@H]1CC[C@]2(C)C3CC[C@@]4(C)C(CC[C@]4(C)O)C3CC[C@H]2C1 (stereo partly drawn) | nt | -18% | 3% |
| CCOP(=O)(Cc1ccccc1)OCC | 1% | 9% | 2% |
| C[C@H]1CCC[C@@H](O)CCC/C=C/c2cc(O)cc(O)c2C(=O)O1 | -8% | 1% | 5% |
| CN(C)C(=O)Oc1ccc(C(=O)c2ccccc2)cc1 | 3% | -3% | -2%[56.1 µM] |

The list continues.
| Molecule | N370S GC | FEN1 inhibitor | TDP1 inh |
| --- | --- | --- | --- |
| OCC1CCCN2CCCCC12 (stereo not drawn) | -3%&-1% | nt | 6%&2% |
| CC1(C)OC(c2ccccc2)=C/C(=C/C=C2C(=O)NC(=S)NC2=O)O1 | -17% | ? | 12% |
| O=C(Nc1cccc(Cl)c1)c1c(O)c2c(n(Cc3ccco3)c1=O)CCCC2 | 12% | 2% | -6% |
| CC(N)Cc1ccc(O)cc1 (stereo not drawn) | -23% | nt | -5%[56.1 µM] |
| C=CCN1CCC23c4c5ccc(O)c4OC2/C(=N/N=C2\CCC4(O)C6Cc7ccc(O)c8c7C4(CCN6CC=C)C2O8)CCC3(O)C1C5 (stereo not drawn) | 2% | nt | 17% |
| O=C1C2CCCN2C(c2cccnc2)N1c1nccs1 (stereo not drawn) | 12% | -11% | 1% |
| OC(c1ccc(Cl)cc1)(c1ccc(Cl)cc1)C(Cl)(Cl)Cl | 11% | nt | 0% |
| COc1cccc(N2C(=O)NC(=O)/C(=C/c3ccc4c5c(cccc35)CC4)C2=O)c1 | 7% | nt | 2% |
| CC(OC(=O)c1cn(C)c2ccccc12)C(=O)N(C)c1ccccc1 (stereo not drawn) | -1% | -6% | 0% |
| O=C(c1ccccc1)c1ccccc1N=Cc1c(O)[nH]c(=O)[nH]c1=O | -7% | -5% | -1% |
| COc1ccc(CN2CC3CC(C2)c2cccc(=O)n2C3)cc1OC (stereo not drawn) | 4% | 48%[activator] | 2% |
| Cc1cc(C)cc(NC(=O)CCNC(=O)N2C[C@H]3C[C@@H](C2)c2cccc(=O)n2C3)c1 | 2% | -9% | nt |
| CNC(C)Cc1ccc(OC)cc1 (stereo not drawn) | -1% | nt | 2% |
| Cc1cc(OCC(=O)NCc2ccncc2)c2c3c(c(=O)oc2c1)CCC3 | -18% | -15% | 1% |
| CN1CCC(N(C)c2nc(-c3ccc([N+](=O)[O-])cc3)nc3ccccc23)CC1 | -16% | 35µM* | 0% |
| c1ccc(CCNCc2ccccc2)cc1 | -4% | -6% | 3% |
| CCC(=Nc1ccc2c(c1)CCC2)c1c(O)n(C2CCCCC2)c(=O)[nH]c1=O | -5% | -2% | 5% |
| O=C1CCO1 | -2%&-10% | nt | -10%[56.1 µM] |
| COC(=O)C1=C(c2ccc(OCc3ccccc3)cc2)C[C@@H]2CC[C@H]1N2C(=O)NCc1ccc(OC)c(OC)c1 | nt | 3% | 2% |
| COc1cc2c(cc1OC)[C@@H]1C(=O)c3ccc(OC)c(CC=C(C)C)c3OC1CO2 (stereo partly drawn) | ? | nt | 16%[56.1 µM] |
| Cc1ccc(OCCOc2cccc(C=C3C(=O)NC(=O)NC3=O)c2)c(C)c1 | 1% | ? | 79µM* |
| CCOc1cc2c(cc1OCC)-n1cccc1C(c1ccc(OC)c(O)c1)NC2 (stereo not drawn) | ? | -16% | nt |
| COc1cc2c(cc1OC)-c1c(OC)c(OC)c(OC)c3ccnc(c13)C2=O | 24% | 10µM* | 0% |
| Oc1cc(Cl)cc(Cl)c1 | 5% | nt | 4% |
| COC(=O)C1=C(c2ccc(-c3ccccc3)c(F)c2)C[C@@H]2CC[C@H]1N2C(=O)NC1Cc2ccccc2C1 | nt | -19% | 0% |
| CN1CCC2(CC1)NC(=O)c1ccccc1N2 | 19% | -12% | nt |
| COC(=O)C1=C(N)Oc2c(c(=O)oc3ccccc23)C1c1cccnc1 (stereo not drawn) | -12% | -2% | -2% |
| COc1ccc(CN2CCN(c3ccccc3F)CC2)cc1O | -2% | 9% | 2% |
| C[N+]1(CC2COC(c3ccco3)O2)CCCCC1 (stereo not drawn) | 9% | -1% | 0% |
| Cc1ccc(C(=O)NC2CC3CCC(C2)N3)cc1 (stereo not drawn) | -17% | 2% | 0% |
| NC1=Nc2ccccc2Oc2ccccc21 | -33% | 1% | 4% |
| CN1CCN(c2ccc(N)cc2)CC1 | 3% | ? | 5% |
| Cc1cc([N+](=O)[O-])ccc1N | -18%&6% | -4% | -14%&16% |
| CN=C=O | 0% | nt | 10% |
| COc1ccc(C(=O)CN2CCOCC2)cc1F | 3% | -9% | 2% |
| Cc1cccc(-n2c(CC3C(=O)Nc4ccc(C)cc43)nc3ccccc3c2=O)c1 (stereo not drawn) | nt | 3% | 2% |
| O=C(Nc1ccc(C(F)(F)F)cc1)c1cccn(Cc2ccc3c(c2)OC(F)(F)O3)c1=O | ? | -14% | -2% |
| COc1ccccc1/C=C1\C(=O)NC(=S)N(c2ccccc2)C1=O | -10% | 13% | nt |
| O=c1[nH]c(=S)n(C2CC2)c(O)c1C=Nc1ccc2c(c1)OCO2 | 25% | -2% | -9% |
| COc1cc(/C=N/n2cnnc2)ccc1OC(=O)N(C)C | 10% | 9% | 2% |
| CN1C(=O)C(=Cc2sc(=O)n(-c3ccccc3)c2N2CCCCC2)C(=O)N(C)C1=O | -14% | 2% | nt |
| CCOC(=O)c1ccc(N=C(CC)c2c(O)n(C)c(=O)n(C)c2=O)cc1 | 8% | -7% | 3% |
| Cc1ccc(CN2CCCN(Cc3ccc(Cl)cc3)S2(=O)=O)cc1 | 1% | -18% | nt |

Some of these compounds in order of number of heavy atoms, smallest number first:
| Molecule | N370S GC | FEN1 inhibitor | TDP1 inh |
| --- | --- | --- | --- |
| CN=C=O | 0% | nt | 10% |
| COc1ccc(C(=O)CN2CCOCC2)cc1F | 3% | -9% | 2% |
| COc1cc(/C=N/n2cnnc2)ccc1OC(=O)N(C)C | 10% | 9% | 2% |
| O=c1[nH]c(=S)n(C2CC2)c(O)c1C=Nc1ccc2c(c1)OCO2 | 25% | -2% | -9% |
| Cc1ccc(CN2CCCN(Cc3ccc(Cl)cc3)S2(=O)=O)cc1 | 1% | -18% | nt |
| O=C(Nc1ccc(C(F)(F)F)cc1)c1cccn(Cc2ccc3c(c2)OC(F)(F)O3)c1=O | ? | -14% | -2% |
